GLP1R cytotox: cytotoxicity counter-screen for GLP-1 receptor inverse agonists. 0.13% of 410,000 active. HEK293 cAMP-luciferase reporter cells, luminescence, 24 h. AID 624418. Potency, µM (series often up to 38.3 µM), without a hit: at the highest dose activity change, negative = inhibition, actives largely listed as inhibitors;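 further: loss of luciferase light is scored as toxicity; potency means the concentration at half of the fitted maximal effect; on the % scale 0 is the no-effect control and ±100 the full control effect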
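Seeding density was 200 cells/uL; after overnight-length (12 h) culture, 23 nL compounds went on for 24 h at 37 °C. Readout used a luciferase detection reagent, luminescence taken after 12 min at room temperature.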
PI5P4K alpha inh: blocks human PI5P4K alpha kinase activity; 1.2% of 330,000 active; P48426; PI5P4Kalpha enzyme, ADP-Glo luminescence, 60 min; hits give low values; max response, %; active means max response of -50% or lower; inconclusive means between -30% and -50%; inactive means -30% or higher; further: value at the top dose of about 77 µM; on the % scale 0 is the no-effect control and ±100 the full control effect
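Human PI5P4Kalpha with substrate in 0.038 M HEPES pH 7.4, 0.28 mM EGTA, 0.1% CHAPS, 5% DMSO; reaction started with 5 microM ATP (final), 60 min at room temperature. ADP formed read by ADP-Glo luminescence.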
GLP1R inv ag: inverse agonists of human GLP-1 receptor; P43220; HEK293 GLP-1R CRE-luciferase, luminescence, 24 h; GLP-1R form is constitutively active; Potency, µM (highest dose often 38.3 µM), for inactives: top-dose activity change, negative = inhibition, most hits filed as inhibitors; 1.6% of 410,000 active; AID 624417; further: potency means the concentration at half of the fitted maximal effect; on the % scale 0 is the no-effect control and ±100 the full control effect; nearly all actives have a fitted effect of over 55% in size
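Using stably transfected HEK293 (constitutively active GLP-1R, cAMP-luciferase reporter), compounds were incubated 24 hr and luciferase measured by luminescence.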
DRD3 antagonist: antagonists of human D3 dopamine receptor; P35462; D3R cells, DiscoveRx beta-arrestin luminescence, antagonist mode; hits give low values; max response, negative = inhibition, %; 2.5% of 360,000 active; in the data active means max response below about -50%; inconclusive means no clear call, values can overlap the other calls; further: on the % scale 0 is the no-effect control and ±100 the full control effect; mostly tested at two doses, the higher about 12 µM
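Cells expressing the human receptor were seeded at 1500 cells/well, incubated overnight at 37 degrees C in 5% CO2, then exposed to library compounds with dopamine controls for 90 minutes at 37 degrees C before luminescent detection.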
D3 ag: D3 dopamine receptor (human) agonism; P35462; D3R DiscoveRx beta-arrestin cells, luminescence, 90 min; max activation, %; 0.58% of 410,000 active; AID 652048; in the data active means max activation above about 30%; further: 0% is about no effect; mostly tested at two doses, the higher about 12 µM
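Cells at 1500/well, incubated overnight, then treated with pinned compounds (dopamine as control) for 90 min at 37 degrees C. DiscoveRx reagent added for 30 - 60 minutes at room temperature; luminescence read.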
GLP-1R agonist: activates the human GLP-1 receptor | P43220 | HEK293 GLP-1R CRE-luciferase, luminescence, 4-6 h; cells express a hypersensitive GLP-1R form | Potency, µM (top dose mostly 45.6 µM), for the others: at the top dose activation, usual class: activators | 0.007% of 380,000 active | AID 624172; further: potency means the concentration at half of the fitted maximal effect; % of control where 0% means no effect
WRN helicase inh: inhibitors of human WRN helicase | Q14191 | WRN helicase unwinding, fluorescent forked duplex, kinetic | Potency, µM (top dose mostly 114 µM), without a hit: top-dose activity change, negative = inhibition, actives largely listed as inhibitors | 0.46% of 360,000 active; further: potency means the concentration at half of the fitted maximal effect; on the % scale 0 is the no-effect control and ±100 the full control effect; nearly all actives have a fitted effect of over 55% in size
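Primary qHTS, 1536-well format. 20 nM WRN + compound, 15 min RT; start with 100 nM forked fluorophore/quencher duplex, 2 mM ATP (final); kinetic read ex 525/em 598 nm.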
IL2 activator: IL-2 activation. IL-2 activation reporter assay, cell-based qHTS; stimulated with anti-CD3/CD4/CD28 beads; in transgenic mouse T cells. 0.065% of 360,000 active. AID 652025. activation, % (series mostly up to about 46 µM); in the data active means activation above about 50%; inconclusive means mostly about 30% to 49%; further: 0% is about no effect
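EGFP and DsRed fluorescence is measured by plate cytometry in unstimulated transgenic mouse T cells exposed to compound for 60 minutes, then stimulated 18 hours at 37 degrees C with anti-CD3/anti-CD4 beads plus anti-CD28.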
PLK1 PBD block: PLK1 (human) polo-box domain binding inhibition; Plk1 PBD binding of FITC phosphopeptide, fluorescence polarization; Potency, µM, for the others: max response, negative = inhibition, most hits filed as inhibitors; 2.8% of 360,000 active; AID 720504; further: potency means the concentration at half of the fitted maximal effect; series mostly up to about 57 µM; on the % scale 0 is the no-effect control and ±100 the full control effect; nearly all actives have a fitted effect of over 65% in size
* hit, by the source's call; [ ] = dose if it differs, or a comment. Unless noted, the call rests on the fitted dose curve; in most records, active means well fitted curve in the direction sought with a large enough effect; inconclusive means small, poorly fitted or top-dose-only effect, or another doubt; inactive means no such curve, though single readings can be large; an effect the other way counts as inactive or inconclusive.

Screening COC(=O)CSc1nnc(CNC(=O)c2ccccc2OC)n1-c1ccc(OC)cc1 returned GLP1R cytotox -19.6%, GLP1R inv ag -1.4%, DRD3 antagonist 12.3, D3 ag -5.9, GLP-1R agonist -4.1%, WRN helicase inh -3.1%, IL2 activator -2.4 and PLK1 PBD block -0.3%.
For C#CCOCCOCCOCCNc1nc(N2CCN(C(=O)Cn3cc(CCCN=C(N)N)nn3)CC2)nc(N2CCN(C(=O)[C@H](C)n3cc(CCCN=C(N)N)nn3)CC2)n1 the results were GLP1R cytotox 5.4%, PI5P4K alpha inh -2.0, GLP1R inv ag 13.0%, DRD3 antagonist 0.0, D3 ag 3.7, GLP-1R agonist -1.4%, WRN helicase inh 1.4%, IL2 activator -0.6 and PLK1 PBD block -3.2%.
CCOc1ccccc1N1CCN(C(=O)C(F)(F)F)CC1 was read as GLP1R cytotox -3.1%, PI5P4K alpha inh 2.2, GLP1R inv ag -12.7%, DRD3 antagonist -9.7, D3 ag -0.2, GLP-1R agonist -6.1%, WRN helicase inh -2.7%, IL2 activator -0.2 and PLK1 PBD block -5.2%.
`COc1ccc2oc(C(=O)c3ccccc3)c(N)c2c1` gave GLP1R cytotox 2.1%, PI5P4K alpha inh 1.9, GLP1R inv ag inconclusive, DRD3 antagonist inconclusive, D3 ag -9.6, GLP-1R agonist -7.4%, WRN helicase inh -13.1%, IL2 activator -2.8 and PLK1 PBD block -15.3%.
CC(C)C(NC(=O)C1CCCCC1)C(=O)NCc1ccccn1 (configuration not stated) was read as GLP1R cytotox 4.7%, PI5P4K alpha inh -3.8, GLP1R inv ag -5.8%, DRD3 antagonist 39.2, D3 ag -11.1, GLP-1R agonist -0.4%, WRN helicase inh -2.7%, IL2 activator -0.2 and PLK1 PBD block -6.6%.
COc1cc(OC)cc(-c2c(Sc3ccccc3)c3cc(-c4ccc5c(c4)OCCO5)ccc3n2C)c1 was read as GLP1R cytotox 0.0%, PI5P4K alpha inh 1.5, GLP1R inv ag -2.7%, DRD3 antagonist 5.5, D3 ag 4.6, GLP-1R agonist -2.3%, WRN helicase inh -0.2%, IL2 activator -0.3 and PLK1 PBD block -7.7%.
Cc1ccc(CNC(=O)C23CN(Cc4ccccc4)CC2C(c2cccc([N+](=O)[O-])c2)=NO3)cc1 (configuration not stated) was read as GLP1R cytotox 14.1%, PI5P4K alpha inh 1.2, GLP1R inv ag inconclusive, DRD3 antagonist -4.4, D3 ag -2.8, GLP-1R agonist -3.0%, WRN helicase inh -4.6%, IL2 activator 0.3 and PLK1 PBD block -13.4%.
For CCNC(=O)C1CCCN(C(=O)c2ccc3c(c2)OCO3)CC1 (configuration not stated) the results were GLP1R cytotox 5.4%, PI5P4K alpha inh 0.7, GLP1R inv ag 14.4%, DRD3 antagonist -20.5, D3 ag 9.4, GLP-1R agonist -1.1%, WRN helicase inh 1.4%, IL2 activator 0.1 and PLK1 PBD block -0.2%.
CCO/C=N/Nc1nc(C(F)(F)F)nc2c1cnn2Cc1ccccc1 was read as GLP1R cytotox -4.6%, PI5P4K alpha inh -5.0, GLP1R inv ag inconclusive, DRD3 antagonist 2.3, D3 ag 1.4, GLP-1R agonist 4.6%, WRN helicase inh -6.6%, IL2 activator -0.2 and PLK1 PBD block -3.1%.
Screening CN(C)c1ncc(S(=O)(=O)c2ccccc2)c(-c2ccc(Cl)cc2Cl)n1 returned GLP1R cytotox -15.3%, PI5P4K alpha inh 28.6, GLP1R inv ag inconclusive, DRD3 antagonist 4.8, D3 ag 2.2, GLP-1R agonist -0.2%, WRN helicase inh -6.2%, IL2 activator -0.2 and PLK1 PBD block -0.1%.
For COCCN1CCN(C(=O)c2ccc3oc(CCc4ccccc4)nc3c2)CC1 the results were GLP1R cytotox -6.7%, PI5P4K alpha inh 5.7, GLP1R inv ag 3.5%, DRD3 antagonist 3.5, D3 ag -11.3, GLP-1R agonist -6.4%, WRN helicase inh -2.1%, IL2 activator 6.1 and PLK1 PBD block 4.5%.
For CN(Cc1nc(-c2cnccn2)no1)Cc1n[nH]c2c1CCCCC2 the results were GLP1R cytotox 12.6%, PI5P4K alpha inh 4.9, GLP1R inv ag -8.1%, DRD3 antagonist -3.4, D3 ag 2.3, GLP-1R agonist -1.0%, WRN helicase inh 4.4%, IL2 activator -0.5 and PLK1 PBD block inconclusive.
Screening Cc1cccc(OCCCC(=O)NNC(=O)c2ccncc2)c1 returned GLP1R cytotox -5.2%, PI5P4K alpha inh 3.4, GLP1R inv ag 21.3%, DRD3 antagonist 0.0, D3 ag 4.5, GLP-1R agonist 8.9%, WRN helicase inh -12.1%, IL2 activator -2.9 and PLK1 PBD block -7.1%.
For COCCCNC(=O)C(=O)NCC1CCCN1S(=O)(=O)c1cccs1 (configuration not stated) the results were GLP1R cytotox 4.0%, PI5P4K alpha inh -3.3, GLP1R inv ag 17.9%, DRD3 antagonist 9.7, D3 ag 6.2, GLP-1R agonist 0.1%, WRN helicase inh -2.7%, IL2 activator 1.9 and PLK1 PBD block -3.4%.
Screening O=C1C=C(c2ccccc2)CCC1 returned GLP1R cytotox -9.9%, PI5P4K alpha inh -1.7, GLP1R inv ag 10.9%, DRD3 antagonist 5.3, D3 ag 0.9, GLP-1R agonist 9.3%, WRN helicase inh -5.6%, IL2 activator -0.6 and PLK1 PBD block -9.1%.
COc1ccc(C(C(=O)NC2CCCCC2)N(Cc2cccnc2)C(=O)c2snc(C(N)=O)c2N)cc1 (configuration not stated) was read as GLP1R cytotox 2.7%, PI5P4K alpha inh 3.8, GLP1R inv ag 0.5%, DRD3 antagonist -24.9, D3 ag -14.6, GLP-1R agonist 12.8%, WRN helicase inh 2.3%, IL2 activator 0.1 and PLK1 PBD block 3.0%.
`COc1cc([N+](=O)[O-])ccc1NC(=O)CN1C(=O)NC2(CCCCC2C)C1=O` (configuration not stated) gave GLP1R cytotox -5.4%, PI5P4K alpha inh -0.7, GLP1R inv ag -3.6%, DRD3 antagonist -9.0, D3 ag 2.0, GLP-1R agonist 12.7%, WRN helicase inh -1.0%, IL2 activator -1.0 and PLK1 PBD block -13.1%.
CCCCOCCCNC(=O)Cc1ccccc1OC was read as GLP1R cytotox 4.6%, GLP1R inv ag -6.5%, DRD3 antagonist 8.5, D3 ag 5.2, GLP-1R agonist -0.6%, WRN helicase inh -4.2%, IL2 activator -0.8 and PLK1 PBD block -0.9%.
`O=C(N/N=C/C=C/c1ccc([N+](=O)[O-])cc1)C1COc2ccccc2O1` (configuration not stated) gave GLP1R cytotox 5.2%, PI5P4K alpha inh -5.9, GLP1R inv ag inconclusive, DRD3 antagonist 22.7, D3 ag 0.7, GLP-1R agonist 1.6%, WRN helicase inh 4.8%, IL2 activator -1.6 and PLK1 PBD block -8.0%.
For O=C(Nc1ccn(CCCN2CCN(c3ccccn3)CC2)c(=O)n1)OCc1ccccc1 the results were GLP1R cytotox 1.9%, PI5P4K alpha inh -1.8, GLP1R inv ag -2.0%, DRD3 antagonist -10.3, D3 ag -5.5, GLP-1R agonist 7.3%, WRN helicase inh -4.5%, IL2 activator 0.8 and PLK1 PBD block -9.3%.
`Cc1cccc2c1N(CCOc1ccccc1Cl)C(=O)C2=O` gave GLP1R cytotox -19.3%, PI5P4K alpha inh 1.0, GLP1R inv ag 0.8%, DRD3 antagonist -9.4, D3 ag -8.2, GLP-1R agonist -0.5%, WRN helicase inh -6.0%, IL2 activator -0.3 and PLK1 PBD block -20.3%.
`CSc1ccc(CN(C)CC(=O)Nc2ccccc2Br)cc1` gave GLP1R cytotox -2.2%, PI5P4K alpha inh -0.1, GLP1R inv ag inconclusive, DRD3 antagonist 0.5, D3 ag -8.9, GLP-1R agonist 18.9%, WRN helicase inh -32.6%[57.1 µM], IL2 activator -1.7 and PLK1 PBD block -1.5%.
For COc1cc(NC(=O)C/C(C)=N/NC(=O)C(OC)c2ccccc2)c(OC)cc1Cl (configuration not stated) the results were GLP1R cytotox 1.2%, PI5P4K alpha inh 6.1, GLP1R inv ag -17.0%, DRD3 antagonist -29.0, D3 ag -5.4, GLP-1R agonist -1.4%, WRN helicase inh -1.9%, IL2 activator -2.2 and PLK1 PBD block -6.5%.
COc1cc(NS(C)(=O)=O)c(OC)cc1NC(=O)c1ccccc1 was read as GLP1R cytotox -0.7%, GLP1R inv ag 0.0%, DRD3 antagonist 8.2, D3 ag 3.2, GLP-1R agonist -2.2%, WRN helicase inh -7.1%, IL2 activator 1.0 and PLK1 PBD block 3.0%.
For O=C(O)CCS(=O)(=O)c1ccc(-c2ccccc2)cc1 the results were GLP1R cytotox 65.5%[activator], PI5P4K alpha inh 4.2, GLP1R inv ag 3.1%, DRD3 antagonist -14.6, D3 ag -3.0, GLP-1R agonist 0.0%, WRN helicase inh -14.6%, IL2 activator 5.0 and PLK1 PBD block -14.1%.
For O=C(O)C(=Cc1ccccc1Cl)c1ccccc1 the results were GLP1R cytotox 2.7%, PI5P4K alpha inh 0.6, GLP1R inv ag 13.8%, DRD3 antagonist -28.3, D3 ag -3.6, GLP-1R agonist -6.0%, WRN helicase inh -0.2%, IL2 activator -0.2 and PLK1 PBD block -5.6%.
`COc1ccc(NC(=O)Cc2csc(NC(=O)Nc3ccccc3OC)n2)c(OC)c1` gave GLP1R cytotox 0.9%, PI5P4K alpha inh -1.7, GLP1R inv ag inconclusive, DRD3 antagonist 5.7, D3 ag 1.4, GLP-1R agonist -0.2%, WRN helicase inh -8.6%, IL2 activator -3.7 and PLK1 PBD block -2.6%.
COc1ccc(-n2c(C)cc(/C=C3\SC(=S)N(Cc4ccco4)C3=O)c2C)cc1 was read as GLP1R cytotox -15.0%, PI5P4K alpha inh -20.4, GLP1R inv ag inconclusive, DRD3 antagonist -0.7, D3 ag 0.6, GLP-1R agonist -10.6%, WRN helicase inh -13.0%[57.1 µM], IL2 activator 4.9 and PLK1 PBD block -15.6%.

High-throughput results: PubChem, National Center for Advancing Translational Sciences (NCATS)

This is a random part of the collection, and some 7.8% of all compounds hit somewhere here.
